LGR2 antag: Drosophila LGR2 receptor signaling inhibition | AID 720647 | inhibition, % at 9.99 µM | actives 0.35% (n = 380,000) | HEK293 LGR2, CRE-luciferase, bursicon-stimulated, 4 h;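 active = drop in luminescence signal, shown as inhibition above about 50% in the replicate tests, limit read from the data, passing the limit was not always enough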;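 also: agonist challenge used bursicon conditioned medium at about half maximal strength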
Casp6 inh: blocks human caspase-6 cleavage activity | purified caspase-6, Z-VEID-R110 cleavage fluorescence | inhibition, % at 12.5 µM | actives 0.53% (n = 350,000);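 active = mean inhibition across replicates at least about 35%, with every replicate also reaching that limit, limit read from the data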;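 also: 0% = median of neutral control wells and 100% = no fluorescence left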
Target sequence (P55212 24-179 limits assumed): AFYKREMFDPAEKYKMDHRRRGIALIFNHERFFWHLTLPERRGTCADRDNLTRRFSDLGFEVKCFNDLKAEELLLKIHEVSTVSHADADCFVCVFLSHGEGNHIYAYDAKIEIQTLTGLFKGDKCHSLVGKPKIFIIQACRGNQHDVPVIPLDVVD
Target sequence (P55212 194-293 limits assumed): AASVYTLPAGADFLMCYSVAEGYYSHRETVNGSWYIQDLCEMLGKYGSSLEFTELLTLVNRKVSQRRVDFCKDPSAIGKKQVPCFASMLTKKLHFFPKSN
S100A4 MyoIIA: blocks human S100A4 binding to myosin IIA peptide | AID 652163 | S100A4/TAMRA-MyoIIA peptide fluorescence polarization | P26447 | inhibition, % at 10.7 µM | actives 0.14% (n = 360,000);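 active = mean inhibition of at least 70% across replicates, with every replicate also reaching that level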
Target sequence (P26447 whole entry, looked up): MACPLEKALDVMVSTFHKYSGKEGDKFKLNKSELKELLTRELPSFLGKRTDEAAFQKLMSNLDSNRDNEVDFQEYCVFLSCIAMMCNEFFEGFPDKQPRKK
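Test system – S100A4 monomer (human) · Compound – single-point compound testing · Schedule – 5 min incubation before reading · Probe or stimulus – TAMRA-labelled myosin IIA heavy-chain peptide probe, 5 nM · Benchmarks – neutral control DMSO, positive control TFP · Medium – Calcium-containing HEPES buffer, pH 7.2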
C2C12 statin: protects C2C12 myotubes from simvastatin toxicity. ATP luminescence, 48 h; scaled: DMSO 0, geranylgeraniol control 100. rescue of ATP level, % at 7.49 µM. actives 0.78% (n = 330,000). AID 602340;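 active = mean ATP rescue above about 67%, or every replicate alone reaching that limit, limit read from the data, passing the limit was not always enough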;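 also: myotubes were challenged with 10 µM simvastatin during compound exposure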
esBAF inh: SWI/SNF esBAF complex inhibition | mouse ES cells, Bmi1-luciferase knock-in reporter, 24 h; 100% = twice the neutral-well signal | reporter increase, % at 12.5 µM | actives 2% (n = 350,000) | AID 602393; in the data active = activation above about 40%;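 also: 0% = median of the plate's neutral control wells and 100% = double that signal; a rise in the Bmi1 reporter signal indicates esBAF inhibition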
FN deposit inh: fibronectin deposition inhibition | AH1F fibroblasts, Alexa488-fibronectin deposition fluorescence, overnight | inhibition, % at 12.6 µM | actives 0.086% (n = 350,000) | AID 743247;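 active = mean inhibition across replicates of 30% or more, regardless of how many single replicates reach that level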;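 also: positive control wells lacked labelled fibronectin entirely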
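Material: AH1F fibroblast monolayer depositing Alexa488-labelled fibronectin into matrix / Amount: 10000 AH1F cells per well / Signal: fluorescence 485/525 nm / Medium: DMEM, 2% serum / Compound: single dose, pinned / Incubation: 1 h cell adhesion before compound, then overnight fibronectin incubation / Reagent: Alexa488-FN, 24 nM final / Read-out: inhibition of fibronectin deposition signal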
SIRT5 inh: sirtuin-5 (human) deacylase inhibition. Q9NXA8. AID 652115. actives 1.1% (n = 330,000). Purified SirT5, succinyl-peptide AMC, trypsin-coupled fluorescence. inhibition, % at 15 µM; in the data active = inhibition above about 15%
Target sequence (Q9NXA8 whole entry, looked up): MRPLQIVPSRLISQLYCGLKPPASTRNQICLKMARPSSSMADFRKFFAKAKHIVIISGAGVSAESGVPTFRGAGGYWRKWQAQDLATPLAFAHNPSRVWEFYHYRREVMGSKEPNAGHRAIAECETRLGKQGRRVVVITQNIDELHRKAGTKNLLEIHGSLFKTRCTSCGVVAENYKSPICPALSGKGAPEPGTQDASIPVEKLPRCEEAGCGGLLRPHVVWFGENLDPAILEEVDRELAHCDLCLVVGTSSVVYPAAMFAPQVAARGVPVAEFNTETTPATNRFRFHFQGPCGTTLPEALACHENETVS
* hit, by the source's call; x = not tested or not shown; & = joins results of further samples. Only part of the results is shown. The share of hits here may be higher or lower than overall.

SMILES | LGR2 antag | Casp6 inh | S100A4 MyoIIA | C2C12 statin | esBAF inh | FN deposit inh | SIRT5 inh
CC(C)N(C)C1=CC(=O)C(N(C)C(C)C)=CC1=O | 30 | 15 | 2 | x | x | 6 | 2
COc1ccc(C(=O)N/N=C(\c2ccccc2)c2ccccn2)cc1 | x | 1 | -3 | x | x | 2 | 0
CCOC(=O)c1c(C)[nH]c(C(=O)OC(C)C(=O)Nc2ccccc2OC)c1C (stereo not drawn) | -8 | 1 | -7 | 5 | -9 | 9 | -2
CCC(=O)N1C[C@H](C)[C@H](OC)CN(C)C(=O)c2ccc(NC(=O)C3CCOCC3)cc2OC[C@H]1C | 8 | x | x | 8 | 4 | -11 | x
CCC(=O)N1[C@@H](CO)[C@@H](c2ccc(C3=CCCC3)cc2)C12CN(C(=O)COC)C2 | 14 | 1 | 10 | x | x | 2 | 1
CC(=O)c1c(C)[nH]c(C(=O)OCC(=O)Nc2ccccc2Cl)c1C | -6 | 0 | 6 | x | x | -5 | -7
C/C=C/C=[N+](\[O-])C(C)/C(=N/O)c1ccc(F)cc1 (stereo not drawn) | x | x | x | 1 | -4 | -8 | x
CN(Cc1ccco1)C(=O)CN1C(=O)NC2(CCCCC2)C1=O | -12 | 12 | 1 | 25 | -4 | -6 | -4
CN(C)Cc1ccc(O)c(CCc2ccccc2)n1 | -14 | x | x | 3 | -3 | x | x
CCc1nc2ccc(C(=O)Nc3cccc(OCC(=O)N(C)C)c3)cn2c1N(CC)CCN(C)C | 1 | -4 | 11 | -10 | -7 | -3 | 0
C=CCOc1ccccc1CNCCc1ccc(S(N)(=O)=O)cc1 | 14 | 2 | -2 | x | x | -15 | -6
O=C(NCCc1c[nH]c2ccccc12)c1ccc(Br)o1 | -10 | 2 | 4 | 6 | 35 | 13 | -2
Cc1ccc(-c2cn3cccnc3n2)cc1NC(=O)c1ccc(Br)o1 | x | x | x | 3 | 3 | 1 | x
COc1ccc(CCC(=O)Nc2sccc2C#N)cc1 | -99 | x | -16 | x | x | 8 | 0
O=S(=O)(NCC1CCCO1)c1cc(Cl)ccc1Cl (stereo not drawn) | 10 | -4 | -3 | -1 | 0 | x | 1
CC1=C2CCCC[C@@]23C2C(=O)N(C)C(=O)[C@@H]2ON3OC1 (stereo partly drawn) | 9 | -4 | -2 | x | x | -5 | 12
C=CCOc1c(Cl)cc(CNCCC)cc1Cl | x | x | x | 2 | -6 | -2 | x
C[C@H](CO)N1C[C@H](C)[C@H](CN(C)S(C)(=O)=O)OCCCC[C@H](C)Oc2ccc(NS(=O)(=O)c3cn(C)cn3)cc2C1=O | -9 | 0 | 8 | x | 0 | x | -1
O=C(C[C@H]1C=C[C@H](NC(=O)c2ccc(F)cc2)[C@@H](CO)O1)NCCc1ccncc1 | 2 | 1 | -2 | -2 | 0 | -11 | 1
Cc1ccccc1-c1cc(=O)c2ccccc2o1 | -9 | -5 | 7 | 0 | 23 | -3 | x
Clc1ccccc1-c1ccc2ncnc(NCc3cccs3)c2c1 | x | -1 | 1 | -23 | 5 | 10 | -4
O=C(c1ccccc1O)N1N=C(C(F)(F)F)CC1(O)c1ccc([N+](=O)[O-])cc1 (stereo not drawn) | 17 | 2 | -2 | -1 | 6 | -4 | 5
CNC[C@@H]1OCCCC[C@@H](C)Oc2ccc(NS(=O)(=O)c3ccccc3)cc2C(=O)N([C@H](C)CO)C[C@H]1C | -14 | -2 | -11 | 7 | 5 | x | -1
Cc1c(Cl)cnc(NC(=O)COC(=O)CCS(=O)(=O)c2ccccc2)c1Cl | 11 | x | x | 64 | -1 | x | x
O=[N+]([O-])c1ccccc1S(=O)(=O)N1CCN(Cc2ccsc2)CC1 | 1 | -1 | 15 | x | x | -8 | 0
COc1ccc(NC(=O)N[C@H]2CC[C@@H](CCn3cc(-c4ccccc4)nn3)O[C@@H]2CO)cc1 | 4 | -1 | -7 | -4 | 3 | x | -3
O=C(CCNS(=O)(=O)c1ccccc1C(F)(F)F)NNC(=O)C1COc2ccccc2O1 (stereo not drawn) | -7 | 0 | -3 | 7 | -1 | 4 | 0
Cc1ccccc1C(=O)OC1OC(=O)C(Cl)=C1Nc1ccccc1 (stereo not drawn) | 21 | 4 | -5 | x | x | -10 | -2
CN(Cc1nc2ccccc2c(=O)[nH]1)C(=O)c1cc2c(s1)CCCCC2 | 11 | -4 | -6 | 4 | 3 | -1 | -3
COc1ccc(CCN2CC(C(=O)NCCc3cn[nH]c3)CCC2=O)cc1 (stereo not drawn) | 10 | 1 | 4 | x | x | 1 | -1
OC(c1cc(C(F)(F)F)nc2c(Cl)cc(Cl)cc12)C1CCCCN1 (stereo not drawn) | -11 | -15 | 1 | 19 | 8 | 3 | -5
COc1ccc(-c2nc(O)c3cnccn23)cc1 | 12 | 2 | -7 | x | x | 0 | x
CN(C)CCCC1Sc2ccccc2Sc2ccccc21 (stereo not drawn) | x | -26 | -1 | x | x | -8 | -4
COc1ccc(/C=N/NC(=O)c2ccoc2C)cc1CN1CCN(c2ccc(F)cc2)CC1 | -20 | -4 | -4 | -5 | 30 | 3 | -5
CN(Cc1cnn(C)c1)C(=O)C1CCC(=O)N(Cc2cccc(C(F)(F)F)c2)C1 (stereo not drawn) | 9 | -3 | 2 | x | x | -11 | -3
CC(=O)Nc1ccc(S(=O)(=O)NCCC(=O)OCC(=O)c2ccccc2)cc1 | 4 | 0 | 0 | 11 | -3 | 16 | -1
Cc1ccnc(NC(=O)C2CCN(S(=O)(=O)c3cccc4nsnc34)CC2)c1 | x | x | x | 16 | -16 | 8 | x
OC[C@H]1[C@@H](c2ccc(/C=C/c3ccccc3)cc2)[C@H]2CN(Cc3ccncc3)CCCCN21 | -32 | -1 | -59 | -2 | 15 | x | 2
COc1ccc(-c2c(NC(=O)c3ccco3)oc3c(C)cccc3c2=O)cc1 | 1 | -1 | -1 | 9 | -3 | 11 | 3
O=C(NCC(c1cccs1)N1CCOCC1)C1CCN(S(=O)(=O)c2ccccc2C(F)(F)F)CC1 (stereo not drawn) | 12 | 1 | 0 | x | x | x | -2
O=C(Nc1cccc(F)c1)C1CCN(C(=O)c2ccco2)CC1 | -1 | 1 | 0 | -2 | -2 | 0 | x
O=C(O)c1cccc2c1Oc1ccccc1S2(=O)=O | 16 | -1 | 0 | 2 | 2 | x | x
Cc1ccc(S(=O)(=O)n2cc(C=O)c3ccccc32)cc1 | 13 | 2 | -4 | 2 | 0 | 6 | -2
COc1cccc(SCc2noc(C(=O)NCCC(C)C)c2C(=O)NCCC(C)C)c1 | 2 | x | x | -15 | -9 | -3 | x
Cc1c(NS(=O)(=O)c2cc(C(=O)O)ccc2Cl)c(=O)n(-c2ccccc2)n1C | -2 | 3 | -3 | -2 | -1 | 0 | -2
COc1ccc(Cl)cc1NC(=S)NC(=O)c1ccc2c(c1)OCO2 | -8 | -2 | 2 | -5 | 2 | 1 | -2
COc1ccc(S(=O)(=O)N2CCC(C(=O)Nc3cccc(Cl)c3)CC2)cc1OC | -12 | 2 | -4 | 4 | -7 | x | 0
COc1ccc(NC(=O)Nc2ccc3c(c2)C(=O)N([C@@H](C)CO)C[C@H](C)[C@H](CN(C)Cc2ccccc2)OCCCC[C@@H](C)O3)cc1 | -11 | 2 | -1 | x | 1 | 0 | 0
O=C(NNC(=O)c1ccc(F)cc1F)c1ccc(-n2cnnn2)cc1 | 4 | -1 | -5 | -7 | -3 | -1 | 0
CCc1cccc(Nc2cnn(C34C[C@@H]5C[C@@H](CC(CC(=O)O)(C5)C3)C4)c(=O)c2Cl)c1 | -13 | 5 | -4 | x | x | 10 | 4
CCOc1ccc(NC(=O)CN2CCN(CC(=O)Nc3ccc(F)cc3)CC2)cc1 | 17 | x | x | -2 | -7 | x | x
COC(=O)c1cn(NC(=O)COc2ccc(Cl)cc2)c(=O)c2ccccc12 | x | 0 | 0 | 4 | -5 | 8 | -3
CO[C@@H]1CN(C)C(=O)c2ccc(NS(C)(=O)=O)cc2OC[C@@H](C)N(CC2CCOCC2)C[C@H]1C | 8 | 4 | 21 | 17 | -3 | -193 | 3
C[C@@H]1CN([C@@H](C)CO)C(=O)c2c(c3ccccc3n2C)-c2ccccc2CO[C@H]1CN(C)S(=O)(=O)c1ccc(C(F)(F)F)cc1 | -16 | 2&4 | -4&1 | 2 | 2 | -2&-14 | 2&-1
Cc1nn(C)cc1NC(=O)C[C@H]1CC[C@@H]2[C@@H](COc3ccc(NC(=O)C4CCC4)cc3C(=O)N2C)O1 | -5 | x | x | -10 | 1 | -17 | x
CC(=O)N1[C@H](Cc2ccccc2)C=C[C@]1(C)C(=O)NCCN1CCOCC1 | 7 | 1&-2 | -2&1 | -8 | -43 | -12 | -2&-1
NC(=O)NCc1cccnc1 | 6 | -2 | -1 | x | x | 1 | -1
O=C(Cc1ccccn1)N[C@H]1CC[C@H](CCNC(=O)c2cc(Cl)cc(Cl)c2)O[C@@H]1CO | 6 | 0 | 13 | 6 | -4 | -4 | -3
CCc1c(O)nc(SC2CC(=O)N(c3ccccc3)C2=O)[nH]c1=O (stereo not drawn) | -13 | x | x | 106* | -14 | x | x
CNC(=O)CSc1nnc(-c2cnccn2)n1C | -3 | 0 | -9 | -3 | -1 | -10 | -4

Structures shown so far that have fluorine, in the order listed:
SMILES | LGR2 antag | Casp6 inh | S100A4 MyoIIA | C2C12 statin | esBAF inh | FN deposit inh | SIRT5 inh
C/C=C/C=[N+](\[O-])C(C)/C(=N/O)c1ccc(F)cc1 (stereo not drawn) | x | x | x | 1 | -4 | -8 | x
O=C(C[C@H]1C=C[C@H](NC(=O)c2ccc(F)cc2)[C@@H](CO)O1)NCCc1ccncc1 | 2 | 1 | -2 | -2 | 0 | -11 | 1
O=C(c1ccccc1O)N1N=C(C(F)(F)F)CC1(O)c1ccc([N+](=O)[O-])cc1 (stereo not drawn) | 17 | 2 | -2 | -1 | 6 | -4 | 5
O=C(CCNS(=O)(=O)c1ccccc1C(F)(F)F)NNC(=O)C1COc2ccccc2O1 (stereo not drawn) | -7 | 0 | -3 | 7 | -1 | 4 | 0
OC(c1cc(C(F)(F)F)nc2c(Cl)cc(Cl)cc12)C1CCCCN1 (stereo not drawn) | -11 | -15 | 1 | 19 | 8 | 3 | -5
COc1ccc(/C=N/NC(=O)c2ccoc2C)cc1CN1CCN(c2ccc(F)cc2)CC1 | -20 | -4 | -4 | -5 | 30 | 3 | -5
CN(Cc1cnn(C)c1)C(=O)C1CCC(=O)N(Cc2cccc(C(F)(F)F)c2)C1 (stereo not drawn) | 9 | -3 | 2 | x | x | -11 | -3
O=C(NCC(c1cccs1)N1CCOCC1)C1CCN(S(=O)(=O)c2ccccc2C(F)(F)F)CC1 (stereo not drawn) | 12 | 1 | 0 | x | x | x | -2
O=C(Nc1cccc(F)c1)C1CCN(C(=O)c2ccco2)CC1 | -1 | 1 | 0 | -2 | -2 | 0 | x
O=C(NNC(=O)c1ccc(F)cc1F)c1ccc(-n2cnnn2)cc1 | 4 | -1 | -5 | -7 | -3 | -1 | 0
CCOc1ccc(NC(=O)CN2CCN(CC(=O)Nc3ccc(F)cc3)CC2)cc1 | 17 | x | x | -2 | -7 | x | x
C[C@@H]1CN([C@@H](C)CO)C(=O)c2c(c3ccccc3n2C)-c2ccccc2CO[C@H]1CN(C)S(=O)(=O)c1ccc(C(F)(F)F)cc1 | -16 | 2&4 | -4&1 | 2 | 2 | -2&-14 | 2&-1

From PubChem BioAssay
